p47phox inh – inhibitors of human p47phox binding; p47phox/p22phox peptide binding, fluorescence polarization, 2 h; inhibition, % at 24.7 µM; 220,000 compounds, 0.53% hits; AID 1274;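 active = inhibition above about 30%, limit read from the data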;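 note: 0% = p47phox with labelled peptide and 100% = labelled peptide alone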
Target sequence (P14598 whole entry, looked up): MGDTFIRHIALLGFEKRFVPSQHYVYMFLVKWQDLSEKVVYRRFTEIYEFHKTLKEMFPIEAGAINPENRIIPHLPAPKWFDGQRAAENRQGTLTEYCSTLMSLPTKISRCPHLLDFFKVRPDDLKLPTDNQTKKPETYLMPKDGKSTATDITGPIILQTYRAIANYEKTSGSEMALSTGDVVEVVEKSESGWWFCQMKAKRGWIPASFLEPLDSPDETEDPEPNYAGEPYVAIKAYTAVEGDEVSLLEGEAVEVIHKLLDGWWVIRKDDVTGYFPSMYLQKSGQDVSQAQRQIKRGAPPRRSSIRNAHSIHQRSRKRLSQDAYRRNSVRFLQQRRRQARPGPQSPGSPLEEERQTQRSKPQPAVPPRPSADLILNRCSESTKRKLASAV
RBBP9 inh – human RBBP9 hydrolase inhibition. inhibition, % at 7.94 µM. AID 1515. 220,000 compounds, 0.2% hits. recombinant RBBP9, FP-Rh probe fluorescence polarization. O75884;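 active = inhibition above the campaign mean of all tested compounds plus 3 SD, cut at about 14% in these data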;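 note: plate controls were DMSO wells with RBBP9 for no effect and wells lacking RBBP9 protein for full effect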
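Test system: recombinant human RBBP9; Timing: 30 min then 45 min, 25 °C; Detection: fluorescence polarization; Control set: RBBP9 with DMSO as uninhibited control, no-protein wells as full inhibition; Compound dosing: one concentration, 7.94 µM nominal, 0.794% DMSO; Probe or stimulus: FP-Rh activity-based probe, 375 nM before mixing.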
Ba/F3 V617F tox – loss of viability in JAK2V617F-driven Ba/F3 cells; 220,000 compounds, 1.1% hits; Ba/F3 EpoR-JAK2V617F viability, ATP luminescence; inhibition, % at 5.6 µM;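 active = inhibition above the campaign mean plus 3 SD over all tested compounds, cut at about 24% in these data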;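 note: cytokine-independent growth of Ba/F3 cells driven by EpoR plus mutant JAK2; 0% = DMSO-treated cells and 100% = JAK inhibitor I control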
TbHK1 inh – T. brucei hexokinase 1 inhibition; recombinant TbHK1, G6PDH-coupled NADH A340; inhibition, % at 10 µM; 220,000 compounds, 0.11% hits;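 active = inhibition of 50% or more in the single-dose primary screen; inactive = inhibition below 50%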
Furin inhibitor – human furin inhibition; P09958; purified furin, fluorogenic substrate cleavage; inhibition, % at 30 µM; 220,000 compounds, 0.061% hits; AID 463115; in the data active = inhibition above about 25%; note: inactives centre near -15
Target sequence (P09958 108-714 limits assumed): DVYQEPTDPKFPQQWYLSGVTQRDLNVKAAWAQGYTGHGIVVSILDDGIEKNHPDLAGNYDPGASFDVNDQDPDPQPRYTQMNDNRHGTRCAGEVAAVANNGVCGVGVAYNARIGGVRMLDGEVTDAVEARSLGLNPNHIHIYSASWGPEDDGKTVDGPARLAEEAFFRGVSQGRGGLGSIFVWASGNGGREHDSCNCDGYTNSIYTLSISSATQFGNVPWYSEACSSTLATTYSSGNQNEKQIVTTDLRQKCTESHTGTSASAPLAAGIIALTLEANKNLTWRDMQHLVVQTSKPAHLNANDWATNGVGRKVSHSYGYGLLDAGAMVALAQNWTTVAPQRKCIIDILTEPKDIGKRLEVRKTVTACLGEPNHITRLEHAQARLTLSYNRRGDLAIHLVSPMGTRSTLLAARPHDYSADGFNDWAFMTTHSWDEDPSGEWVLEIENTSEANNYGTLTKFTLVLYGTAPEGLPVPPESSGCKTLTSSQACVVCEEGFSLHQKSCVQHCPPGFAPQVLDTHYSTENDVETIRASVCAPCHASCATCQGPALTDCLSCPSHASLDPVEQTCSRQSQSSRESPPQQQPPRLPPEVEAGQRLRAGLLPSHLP
PPC-1+TRAIL kill – compounds killing PPC-1 cancer cells with TRAIL present (potentiator screen, no TRAIL-free arm). PPC-1 cells + TRAIL, ATPLite viability luminescence. 220,000 compounds, 0.41% hits. cell killing (% activity), % at 4 µM;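 active = cell killing above 50% in the first pass at 4 µM, then a duplicate retest at 5 µM averaging 50% or more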;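 note: plate controls were cells with TRAIL plus DMSO for no effect and medium-only wells lacking cells for full effect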
p97 inhibitor – human p97 ATPase inhibition | recombinant p97 ATPase, Kinase-Glo ATP luminescence, 3 h | 220,000 compounds, 0.42% hits | inhibition, % at 8 µM; in the data active = inhibition above about 15%;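 note: 0% = DMSO vehicle and 100% = wells lacking enzyme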
BaF3 tox – reduces parental Ba/F3 cell viability, JAK2V617F counter-screen. inhibition, % at 5.6 µM. 220,000 compounds, 1.1% hits. CellTiter-Glo ATP luminescence;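 active = inhibition above a per-campaign cutoff, the mean inhibition of all tested compounds plus 3 SD, cut at about 27% in these data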;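 note: 0% = DMSO wells and 100% = JAK Inhibitor I control wells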
PGE2 EP2 inh – EP2 receptor (human) inhibition; P43116; C6 glioma cells expressing human EP2, cAMP TR-FRET; cells stimulated with saturating PGE2; inhibition, % at 25 µM; 260,000 compounds, 0.52% hits; AID 1422;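 active = percent inhibition above 40 after rounding to a whole number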;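 note: rat C6 glioma host cells with rolipram phosphodiesterase inhibitor present; the protocol text gives 20 µM as final concentration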
Active calls of the source: *; . = no result given; & = joins results of further samples; [ ] = remark or other dose. An excerpt; rates above refer to the full screens.

SMILES	p47phox inh	RBBP9 inh	Ba/F3 V617F tox	TbHK1 inh	Furin inhibitor	PPC-1+TRAIL kill	p97 inhibitor	BaF3 tox	PGE2 EP2 inh
Cc1ccc(NC(=O)c2oc3ccc(S(=O)(=O)N4CCOCC4)cc3c2C)cc1C	-8.0	2.7	1.3	-19.1	-15.7[20 µM]	10.3	-0.3	3.3	9.2
COc1ccc(-c2cc(C(=O)OC3CCOC3=O)c3ccccc3n2)cc1OC (stereo unspecified)	-24.3	-2.4	-1.4	-15.3	-18.7	18.4	4.5	6.8	13.0
O=C(Nc1ccccc1Cl)N1CCN(c2ccc3nncn3n2)CC1	-4.0	-6.2	-1.8	-1.8	-6.1	1.0	6.7	6.5	12.9
COCCNC(=O)CN1CCOc2ccccc21	-11.0	2.8	-1.7	-7.6	-25.2	4.4	5.1	5.7	3.9
CC(Sc1nnnn1-c1ccc(Cl)cc1)C(=O)NCC(=O)Nc1ccc(F)c(F)c1F (stereo unspecified)	-3.9	-5.2	4.1	6.2	-4.4	29.2	-6.7	6.0	7.3
CCOC(=O)C1=C(C)NC(=S)N(C=O)C1c1ccccc1 (stereo unspecified)	-6.8	-7.0	5.8	-7.5	-26.7	17.1	0.4	4.5	8.9
COc1ccc(CC2(CO)CCN(Cc3cccc(OC)c3OC)CC2)cc1	1.1	0.6	-2.3	4.9	-31.1	1.6	5.5	3.3	4.7
CC(C)Cn1c(SCC(=O)NCc2ccco2)nnc1-c1ccncc1	0.1	2.1	0.7	-1.1	-25.1	5.1	0.3	4.4	7.5
O=C1c2ccccc2C(=O)c2c(Nc3ccc(CCO)cc3)ccc(O)c21	7.9	5.9	0.2	-24.2	-6.0	-1.6	-14.4	0.3	4.9
COCCCN1C(=O)C(=O)/C(=C(/O)c2ccc3c(c2)OCCO3)C1c1ccc(C(=O)OC)cc1 (stereo unspecified)	-9.2	-0.9	0.3	-17.2	-9.1	9.4	7.9	3.6	15.6
CC(NC(=O)C(=S)N1CCN(C)CC1)c1ccccc1 (stereo unspecified)	-7.9	0.8	4.9	-0.6	-21.8	1.1	1.4	7.6	10.8
Cc1[nH]c2ccccc2c1SCCNC(=O)c1ccc(S(=O)(=O)N2CCCC2)cc1	-10.0	-10.1	-2.6	-1.4	-5.5	16.1	4.4	8.5	10.2
CCC1CCCCN1CC(=O)c1c(C)[nH]c2ccccc12 (stereo unspecified)	-19.4	-5.5	0.8	-3.1	-27.2	-9.6	3.5	3.0	15.2
Cc1ccccc1S(=O)(=O)Nc1ncnc2scc(-c3ccccc3)c12	-12.0	-1.9	-2.0	3.4	-14.7	12.9	1.9	2.5	2.8
CC(C)(C)c1csc(NC(=O)c2ccc(Cl)s2)n1	-8.8	-5.4	-0.1	-7.7	-34.8[20 µM]	2.1	0.0	1.3	13.4
COC(=O)c1cc2c([nH]c3ccccc32)c(C)n1	-17.1	-1.3	-3.6	-7.3	-109.6	13.0	3.9	-0.5	7.8
O=[N+]([O-])c1cccc(/C=N/NC2=NCCCCC2)c1	-8.7	-3.5	-1.5	-17.8	-12.0	3.9	3.0	4.2	5.0
COc1ccc(C(=O)NCc2ccc(-n3cccc3)cc2)cc1OC	-6.4	-1.0	7.3	11.7	-8.2	16.4	-9.0	8.8	12.7
CC(C)(C)NC(=O)c1cnn2c1NC(c1ccc(F)cc1)CC2C(F)(F)F (stereo unspecified)	-3.3	-14.8	-0.8	3.2	-34.3	-3.4	2.4	1.8	12.1
CCc1nnc(NC(=O)c2ccc(N(C)S(=O)(=O)c3ccccc3)cc2)s1	-8.9	-0.1	1.7	-6.1	-17.8	-3.3	0.8	8.7	6.4
Cc1ncoc1C(=O)Nc1cccc(Cl)c1	-12.4	-6.0	-0.6	-0.1	-21.0	9.4	1.9	4.8	7.2
COc1ccc(C2CC(=O)N(CC(=O)NCC3CCCO3)c3ccccc3S2)cc1OC (stereo unspecified)	-4.0	-4.8	1.1	-3.8	-22.8	1.8	1.3	6.5	6.8
Cc1ccc(NC(=O)c2cc(=O)c3ccccc3o2)cc1	-11.6	5.0	-4.2	-6.3	-20.5	9.0	0.2	3.2	4.2
O=C(CCCc1nc(-c2ccccc2)no1)Nc1cccnc1	-6.5	-9.2	-4.3	-0.7	-5.9	-10.5	4.7	0.7	8.7
CC/C(=C\c1oc2cc3ccccc3cc2[n+]1CC)Nc1ccccc1	-211.9	-10.2	-0.3	-12.0	-5.6	27.8	1.0	8.0	7.5
COC(=O)c1ccccc1NC(=S)N(Cc1ccc2c(c1)OCO2)Cc1cc2cc(C)ccc2[nH]c1=O	-12.2	-1.9	5.8	12.9	9.3	17.7	-0.3	6.6	10.4
CCCC(C)C(=O)Nc1nnc(C)s1 (stereo unspecified)	-5.4	-4.4	-3.0	2.6	-29.9	10.3	-2.4	1.9	4.4
Cc1cc(OCC(=O)Nc2ccc3oc(-c4ccncc4)nc3c2)ccc1Cl	-5.8	-7.5	-0.8	-18.2	-7.6[20 µM]	12.0	3.4	2.9	11.9
Cc1nnc(SCc2ccc(Cl)c(Cl)c2)s1	-4.0	2.4	0.8	2.2	-28.0	21.3	2.5	5.9	1.3
CCOC(=O)Cc1csc(-n2sc3ccccc3c2=O)n1	-13.0	-13.6	2.0	66.3*	-18.4	-1.8	6.6	5.6	17.9
CC(=O)C1=C(C)NC(SCC(N)=O)=C(C#N)C1c1sccc1C (stereo unspecified)	-16.9	-3.9	1.5	-24.0	-6.9[20 µM]	16.1	-4.7	2.3	5.3
Cc1ccc(CN2CCNC(=O)C2CC(=O)NCCCn2cccn2)o1 (stereo unspecified)	0.3	-6.9	0.1	-4.3	-14.5	5.8	6.3	4.0	8.0
Cc1cnc(C(=O)OCC(=O)Nc2cccc(S(=O)(=O)N3CCCCC3)c2)cn1	-10.2	-6.5	-0.3	-2.3	-15.0	0.9	-1.5	3.3	0.9
Cc1ccc(S(=O)(=O)N2CCCC2C(=O)Oc2ccccc2)cc1 (stereo unspecified)	-6.7	-2.2	1.5	-2.1	-16.6	20.3	-0.9	4.0	2.1
COc1ccc(NS(=O)(=O)c2cn(C)cn2)cc1	-2.6	-6.7	1.6	9.1	-10.7	8.4	-8.4	-4.6	3.2
O=C(Nc1cc(S(=O)(=O)N2CCOCC2)ccc1N1CCCC1)c1cccnc1Cl	-19.1	-5.2	-5.4	-7.3	-16.3	2.0	4.2	-1.4	5.5

Not a retest: two of the compounds above.
SMILES	p47phox inh	RBBP9 inh	Ba/F3 V617F tox	TbHK1 inh	Furin inhibitor	PPC-1+TRAIL kill	p97 inhibitor	BaF3 tox	PGE2 EP2 inh
CC(C)(C)c1csc(NC(=O)c2ccc(Cl)s2)n1	-8.8	-5.4	-0.1	-7.7	-34.8[20 µM]	2.1	0.0	1.3	13.4
COC(=O)c1cc2c([nH]c3ccccc32)c(C)n1	-17.1	-1.3	-3.6	-7.3	-109.6	13.0	3.9	-0.5	7.8

Continuation:
SMILES	p47phox inh	RBBP9 inh	Ba/F3 V617F tox	TbHK1 inh	Furin inhibitor	PPC-1+TRAIL kill	p97 inhibitor	BaF3 tox	PGE2 EP2 inh
NC(=O)C1CCN(CC(=O)N2N=CCC2c2ccccc2)CC1 (stereo unspecified)	-1.6	-6.6	1.3	3.7	-22.1	11.0	-3.4	2.9	10.7
Cc1ccc2c(c1)cc(CN(Cc1ccc3c(c1)OCO3)C(=O)c1ccccc1)c1nnnn12	-8.4	-5.7	-4.8	2.8	-16.6[20 µM]	18.0	4.5	-4.1	7.9&0.9
O=C(COC(=O)c1c2c(nc3ccccc13)/C(=C/c1ccco1)CC2)NC1CCCC1	1.1	-2.0	-0.3	-0.4	1.7	3.6	0.9	1.2	14.9
CCCNC(=O)c1nnsc1S(=O)(=O)c1ccc(Cl)cc1	8.0	-7.1	93.6*	1.4	-21.1	12.8	4.8	22.8	8.6
O=C(COC(=O)CCC1CCCC1)Nc1nc2c(F)c(F)c(F)cc2s1	-76.2	-5.0	4.3	7.0	4.6	-10.6	-3.0	6.0	14.1
O=C(NC1CC1)C1CCN(C2CCN(C(=O)CSc3ccccc3)CC2)CC1	-28.1	-11.4	3.5	9.4	-8.3	-2.6	-6.6	1.1	8.2
Cc1nc2ccccn2c1C(=O)NC1CCCc2ccccc21 (stereo unspecified)	-8.5	-5.8	0.1	-4.3	-12.0	24.1	2.1	6.8	8.5
O=C(Cc1ccc(Cl)cc1)NNC(=S)NC(=O)c1cccs1	-8.8	-11.9	-2.2	-2.0	-9.3	-21.9	3.9	-1.4	8.4
O=C(CCC(=O)c1ccc(Oc2ccccc2)cc1)Nc1cccc(Cl)c1	-4.7	-3.1	1.1	1.8	-8.3	4.1	1.4	4.2	6.0
CC(C)N(CC(=O)Nc1ccc(Cl)cc1C(F)(F)F)C(=O)CCl	2.6	-5.1	-1.5	-2.7	-24.2	23.6	0.7	-0.3	10.2
Cc1ccccc1NC(=S)Nc1ccc2[nH]c(=O)[nH]c2c1	-9.8	7.6	-4.7	-6.0	4.7	5.6	9.5	1.4	2.2
Cc1cc(C)c2ccc(NN)nc2c1O	-17.1	-9.2	-6.7	-4.1	-13.0[20 µM]	12.8	2.4	1.0	9.0
O=C1CN(C(=O)COC(=O)c2oc3ccccc3c2COc2ccccc2)c2ccccc2N1	-12.9	-6.9	-3.5	-12.7	-5.9[20 µM]	-5.5	3.4	2.2	2.0
CC(C)n1nnnc1SCC(=O)NCCc1ccccc1	10.2	-3.7	1.1	-2.8	-15.4[20 µM]	-17.0	0.7	2.8	6.1
Cc1cc(C)n(C2CCCCC2OC(=O)CCc2ccccc2)n1 (stereo unspecified)	-8.9	-1.0	-4.7	-7.2	-9.6	14.4	0.3	7.2	8.3
COc1cccc(-c2nc(CS(=O)(=O)CC(=O)NCc3ccccc3)c(C)o2)c1	-4.4	-7.0	-3.1	-1.4	-28.9	26.8	2.1	6.7	.
CC1(C)CC(=O)c2sc(NC(=O)C(C)(C)C)nc2C1	-5.3	8.6	-3.7	-17.7	-21.9	8.2	1.3	0.5	4.2
N#Cc1c(NC(=O)CSc2nnnn2C2CCCC2)sc2c1CCCC2	-15.6	-0.6	-2.0	0.9	-19.2[20 µM]	15.1	3.7	2.5	8.5
Cc1ccn2c(c1)nc(=S)n2C(=O)c1ccccc1	-16.1	-4.3	-2.9	-25.8	-16.9	82.4*	6.3	1.7	9.8
O=S(=O)(Nc1ccc(-n2cccc2)cc1)c1ccc(Cl)cc1Cl	-46.1	-9.3	-1.7	7.3	-4.7[20 µM]	32.0	0.8	2.5	3.6
CCC(=O)N(C)CCc1cc2c(c(OC)c1/C=N/NC(=O)c1ccccc1O)OCO2	-1.2	-4.8	1.9	-6.0	-5.1	2.3	-1.8	9.1	8.3
CCCn1c2c(c(O)c(C(=O)Nc3nc4ccccc4s3)c1=O)CCCC2	-1.9	-4.4	4.9	-1.1	-5.1	.	-4.9	81.1*	5.2
CCc1ccc(Nc2ncc3c(n2)CC(C)(C)CC3=O)cc1	-9.9	2.2	-5.2	-34.7	-5.7	2.9	1.9	-2.3	10.1
C=CCNc1nc(-c2ccc(OC)cc2OC)cs1	-8.7	4.4	-2.0	1.9	-23.1	13.3	7.6	5.7	7.6
CC1(C)c2ssc(=S)c2-c2ccccc2N1C(=O)CSC1=NCCS1	-8.8	-4.4	0.7	-2.9	-15.7[20 µM]	32.2	1.7	3.4	11.8

Screening data from PubChem.
